Screening data from PubChem BioAssay.
MCL1-BIM inh: inhibitors of human MCL1 binding to BIM-BH3 peptide. GST-MCL1 / FITC-Bim-BH3 fluorescence polarization. 0.68% of 320,000 active. inhibition, % at 10.9 µM. Q07820;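 active = inhibition above the mean inhibition of all tested compounds plus 3 SD, set per campaign, cut at about 40% in these data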;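 also: 0% = DMSO wells and 100% = unlabeled Bim-BH3 peptide control; higher means more loss of mP so more displacement of Bim peptide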
PME-1 inh: PME-1 (human) inhibition. Q9Y570. recombinant PME-1, FP-Rh probe fluorescence polarization. inhibition, % at 5.9 µM. 0.53% of 320,000 active. AID 2130;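 active = inhibition above the campaign mean of all compounds plus 3 SD, cut at about 26% in these data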;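 also: competitive labeling of PME-1 active site by serine hydrolase directed probe; 0% = PME-1 with DMSO and 100% = wells lacking PME-1 enzyme; inhibitors block probe labeling so polarization falls and inhibition rises; many of its hits are not listed in these tables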
Target sequence (Q9Y570 whole entry, looked up): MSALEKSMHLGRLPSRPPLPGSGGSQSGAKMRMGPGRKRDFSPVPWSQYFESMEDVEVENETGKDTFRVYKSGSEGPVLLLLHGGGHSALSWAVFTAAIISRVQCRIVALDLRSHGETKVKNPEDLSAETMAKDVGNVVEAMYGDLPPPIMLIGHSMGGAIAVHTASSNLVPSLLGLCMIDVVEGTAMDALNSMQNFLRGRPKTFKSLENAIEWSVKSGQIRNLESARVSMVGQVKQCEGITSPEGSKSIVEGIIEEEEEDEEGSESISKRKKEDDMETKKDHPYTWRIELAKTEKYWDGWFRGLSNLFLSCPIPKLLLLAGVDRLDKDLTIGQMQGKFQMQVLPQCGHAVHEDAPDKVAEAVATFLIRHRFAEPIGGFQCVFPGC
Efflux pump mplx: inhibitors of Candida antifungal efflux pumps expressed in yeast. S. cerevisiae Candida pump triplex, Nile Red efflux. inhibition, % at 10 µM. 0.44% of 330,000 active;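 active = plate passing quality check with inhibition over a set limit, or well fluorescence over plate mean plus 4 SD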;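 also: Nile Red retained in pooled yeast measured as flow cytometry median fluorescence; 0% = buffer negative control and 100% = Enniatin B positive control; higher means more Nile Red kept so more efflux inhibition; some compounds called inactive have numbers as strong as hits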
GRK2 aptamer HTS: blocks RNA aptamer binding to human GRK2. P25098. bead flow cytometry, FAM-aptamer displacement from GRK2. inhibition of aptamer binding, % at 10 µM. 0.59% of 330,000 active. AID 488847;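 active = inhibition of aptamer binding above 40%, roughly 3 SD of noise, on plates passing a quality check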;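 also: median bead fluorescence of bound FAM aptamer so fluorescent compounds give negative values; no value below 0 was filed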
GLD-1 TGE inh: GLD-1-TGE RNA interaction inhibition (C. elegans); Q17339; purified GLD-1 + fluorescein TGE RNA, fluorescence polarization; inhibition, % at 5.96 µM; 0.44% of 320,000 active;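 active = percent inhibition above a per-plate cutoff, the plate mean of test compounds plus 3 SD, cut at about 30% in these data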;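 also: 0% = DMSO wells with GLD-1 and probe and 100% = wells lacking GLD-1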
MEX-5 binding: C. elegans MEX-5 TCR-2 RNA binding activity; MEX-5/FITC-TCR2 RNA binding, fluorescence polarization; active compounds read low; activity score (negative = inhibition of binding), % at 10 µM; 0.38% of 300,000 active;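 active = inhibition past about -25% in most replicates, and total fluorescence under double the plate's negative control median, limit read from the data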;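 also: 0% = DMSO and -100% = 5 µM competing unlabeled TCR2 RNA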
Target sequence (Q9XUB2 whole entry, looked up): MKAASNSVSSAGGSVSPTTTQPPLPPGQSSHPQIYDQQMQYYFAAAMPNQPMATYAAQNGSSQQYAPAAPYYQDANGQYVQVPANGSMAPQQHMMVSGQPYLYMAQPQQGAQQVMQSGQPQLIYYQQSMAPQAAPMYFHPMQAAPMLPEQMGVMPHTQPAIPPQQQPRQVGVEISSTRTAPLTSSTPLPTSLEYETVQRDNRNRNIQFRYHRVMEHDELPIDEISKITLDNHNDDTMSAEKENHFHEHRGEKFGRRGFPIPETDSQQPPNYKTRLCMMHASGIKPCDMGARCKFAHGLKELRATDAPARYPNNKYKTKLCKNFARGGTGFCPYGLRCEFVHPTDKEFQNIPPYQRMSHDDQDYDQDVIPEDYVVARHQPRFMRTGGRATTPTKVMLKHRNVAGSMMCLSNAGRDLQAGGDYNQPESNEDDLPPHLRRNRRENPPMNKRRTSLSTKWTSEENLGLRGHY
VLA-4 inh: inhibition in a human VLA-4 binding assay; P13612; VLA-4 expressing cells, ligand binding flow cytometry; inhibition, % (about 7 µM as worked out from the volumes in the protocol); 0.2% of 330,000 active; AID 2557; in the data active = inhibition above about 50%
BCLXL inh: blocks human Bcl-xL binding to Bim BH3 peptide; Q07817; GST-Bcl-xL / FITC-Bim BH3 peptide fluorescence polarization; inhibition, % at 10.9 µM; 0.7% of 320,000 active; AID 2129;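 active = inhibition above the mean of all tested compounds plus 3 SD, cutoff set per campaign, cut at about 30% in these data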;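 also: 0% = DMSO wells and 100% = unlabeled Bim-BH3 peptide competitor; inhibitors lower millipolarization by displacing the labeled peptide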
Target sequence (Q07817 whole entry, looked up): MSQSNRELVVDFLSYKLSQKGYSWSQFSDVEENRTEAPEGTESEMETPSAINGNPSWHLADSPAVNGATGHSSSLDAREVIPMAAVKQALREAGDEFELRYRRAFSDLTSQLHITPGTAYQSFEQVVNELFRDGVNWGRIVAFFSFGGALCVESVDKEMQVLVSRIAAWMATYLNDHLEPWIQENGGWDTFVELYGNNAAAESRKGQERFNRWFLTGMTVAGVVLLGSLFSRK
Fam108B counter: counter-screen for RBBP9 inhibitors: inhibitors of mouse Fam108B; recombinant Fam108B, FP-Rh probe fluorescence polarization; inhibition, % at 9.51 µM; 0.33% of 300,000 active;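 active = inhibition above the screen mean inhibition plus 3 SD, computed separately per campaign, cut at about 18% in these data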;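 also: inhibitors lower polarization as less probe binds the enzyme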
Numbers without * were called inactive; . = no result given. Some of the compounds tested, so the mix of outcomes need not match the whole.

compound,MCL1-BIM inh,PME-1 inh,Efflux pump mplx,GRK2 aptamer HTS,GLD-1 TGE inh,MEX-5 binding,VLA-4 inh,BCLXL inh,Fam108B counter
CCCOc1ccc2c3c(c(=O)oc2c1)CCCC3,6,2,-0.1,0,-4,-1.2,23,6,-1
Cc1ccc(-c2c(C#N)c(N)nc3c2CCCC3)s1,8,-6,-0.1,5,3,0.0,-1,4,2
Cc1nn(C(C)C(=O)NCc2ccc(Cl)cc2)c(=O)c2cc3occc3n12 (stereo not given),-2,3,0.1,0,-9,-1.7,4,-3,-2
O=C(Cn1cnc2ccccc21)Nc1cccc(S(=O)(=O)N2CCCC2)c1,-10,2,-0.1,0,9,.,-1,-9,.
Cc1cc2ccccc2nc1SCC(=O)N1c2ccccc2CC1C (stereo not given),8,2,0.2,12,-6,2.2,12,-3,-7
Nc1nc2ccccc2nc1N1CCCC1,-5,5,-0.1,0,-5,1.8,8,-1,1
CN1CCN(c2ccc(NC(=O)CN3CCOCC3)cc2F)CC1,-2,-3,-0.1,2,-1,1.6,0,1,-1
CCC(C(=O)OC)n1cnc2c(nnn2-c2ccccc2)c1=O (stereo not given),9,-5,-0.1,0,12,-0.3,3,7,0

Other structures.
compound,MCL1-BIM inh,PME-1 inh,Efflux pump mplx,GRK2 aptamer HTS,GLD-1 TGE inh,MEX-5 binding,VLA-4 inh,BCLXL inh,Fam108B counter
CCSc1nnc(Cn2c(=O)sc3ccccc32)n1-c1ccccc1C,-8,-1,0.1,0,1,0.3,0,-2,-3
CCCN(CCC)CCCNC(=O)c1cc2c(=O)[nH]c3ccccc3c2n1C,4,3,-0.1,1,-3,-1.3,0,5,6
O=C(COc1ccccc1Cl)N1N=C(c2cccs2)CC1c1ccco1 (stereo not given),-5,5,0.2,6,9,.,-7,0,.
CCc1ccc(-c2n[nH]c(=O)c3ccccc23)cc1,5,-3,-0.1,1,2,-0.7,13,8,-1
O=C(NCc1ccccn1)Nc1cc(Cl)cc(Cl)c1,2,-4,0.4,1,5,0.3,-15,2,-8
CCCNc1nc2c(c(=O)n(C)c(=O)n2C)n1Cc1cccc(C)c1,2,-2,0.0,2,1,-0.8,5,4,1
Cc1cc(NC(=O)COC(=O)CCNS(=O)(=O)c2ccccc2)n(-c2ccccc2)n1,-19,4,0.0,4,1,0.3,7,-6,1
CCOC(=O)c1c(C)[nH]c(C(=O)OCC(=O)NCCc2ccc(OCC)c(OCC)c2)c1C,-1,-2,-0.1,3,2,1.7,8,0,1

More structures:
compound,MCL1-BIM inh,PME-1 inh,Efflux pump mplx,GRK2 aptamer HTS,GLD-1 TGE inh,MEX-5 binding,VLA-4 inh,BCLXL inh,Fam108B counter
CCCCN(C(=O)CN1CC(C)OC(C)C1)c1c(N)n(CC(C)C)c(=O)[nH]c1=O (stereo not given),-18,-3,-0.1,6,2,-2.5,-27,-4,-3
COC(=O)c1ccc(C2/C(=C(\O)c3cccc(OC)c3)C(=O)C(=O)N2CCCN(C)C)cc1 (stereo not given),1,3,-0.1,3,6,-1.6,7,-3,3
CCCCn1c(SCC2CCCO2)nc2cc(S(N)(=O)=O)ccc21 (stereo not given),-16,-8,-0.1,1,-14,1.4,0,-9,-5
COc1ccc(CCNC(=O)CCN2C(=O)C3CC=CCC3C2=O)cc1OC (stereo not given),2,1,0.2,0,12,-1.4,-3,2,3
CC(CC(=O)Nc1ccncc1)c1ccccc1 (stereo not given),4,2,-0.1,0,2,-0.3,7,7,4
Cc1ccc(C(=O)OC(C)C(=O)NC2CCCCC2C)cc1S(=O)(=O)N1CCCCC1 (stereo not given),4,7,-0.1,0,-5,0.3,5,2,-1
CCC(=O)Nc1ccc2ccccc2c1,-6,1,-0.1,0,-2,2.0,45,1,-1
O=c1c2cc(N3CCOCC3)ccc2[nH]c(=S)n1CCCN1CCCCCC1,-5,-11,0.5,2,-5,-2.6,15,-6,-1

Continuation.
compound,MCL1-BIM inh,PME-1 inh,Efflux pump mplx,GRK2 aptamer HTS,GLD-1 TGE inh,MEX-5 binding,VLA-4 inh,BCLXL inh,Fam108B counter
NS(=O)(=O)c1ccc2nc(NC(=O)Nc3ccccc3F)sc2c1,-4,-28,0.2,0,4,-12,-1,0,-20
COc1cccc(CC2(CO)CCCN(Cc3ccc(CO)o3)C2)c1 (stereo not given),-4,-4,-0.1,0,5,2.2,-2,4,-3
Cc1ccccc1CN1C(=O)CSc2ccc(C(=O)N3CCOCC3)cc21,3,15,0.1,0,5,2.3,14,0,2
CC(C)Oc1ccc(C(=O)NCCCNC(=O)c2ccccn2)cc1,6,1,-0.2,2,1,1.7,-2,1,-5
COc1ccc(/C=C/C(=O)NC(=S)Nc2cc([N+](=O)[O-])ccc2O)cc1OC,41*,-12,0.1,0,0,0.3,-8,7,17
O=C(CC1OC(=O)c2ccccc21)Nc1ccccc1N1CCOCC1 (stereo not given),5,-2,0.0,0,7,-1.0,0,8,-3
COc1ccc(S(=O)(=O)N2CCOCC2)cc1NC(=O)CSc1nnc(C2CC2)n1C,.,.,-0.1,0,3,.,-6,.,.
CN(Cc1ccccc1)C(=O)c1cccnc1,5,-4,0.0,1,9,1.5,7,6,-2

(listing goes on)
compound,MCL1-BIM inh,PME-1 inh,Efflux pump mplx,GRK2 aptamer HTS,GLD-1 TGE inh,MEX-5 binding,VLA-4 inh,BCLXL inh,Fam108B counter
O=C(CSCc1ccc([N+](=O)[O-])cc1)N/N=C/c1cccnc1,3,-1,0.0,3,0,0.5,10,5,3
CCCCn1c(N)c(N(CC(C)C)C(=O)c2cc(C)oc2C)c(=O)[nH]c1=O,2,4,-0.3,1,2,1.5,7,3,2
COc1cc(S(=O)(=O)N2CCCCCC2)ccc1-n1cnnn1,8,1,-0.1,5,7,-3.6,1,-7,-3
Cc1c(NC(=O)C(=O)/C=C(\O)c2ccc(Br)cc2)c(=O)n(-c2ccccc2)n1C,-6,0,0.0,0,-6,1.7,-2,4,2
CC1CCCC(C)N1S(=O)(=O)c1ccc(S(=O)(=O)NCCc2ccncc2)cc1 (stereo not given),-3,6,0.0,0,2,1.2,9,0,2
COC(=O)c1ccc(Nc2nnc(-c3ccc(C)c(S(=O)(=O)NCC4CCCO4)c3)c3ccccc23)cc1 (stereo not given),12,-30,0.3,5,-1,1.6,-2,2,-14
COc1cc2sc3cc(NCc4ccc5c(c4)OCO5)ccc3c(=O)c2cc1OC,.,.,0.5,0,3,.,0,.,.
COc1ccc(-c2cnc(N)nc2-c2ccc(OC)cc2)cc1,23,2,0.1,0,6,0.6,-11,-1,-1

Carrying on:
compound,MCL1-BIM inh,PME-1 inh,Efflux pump mplx,GRK2 aptamer HTS,GLD-1 TGE inh,MEX-5 binding,VLA-4 inh,BCLXL inh,Fam108B counter
O=C(OCCN1C(=O)c2ccccc2C1=O)c1cccs1,1,-2,0.1,2,1,-0.7,26,12,6
Cc1cc(C)n2nc(CNS(=O)(=O)c3ccc([N+](=O)[O-])cc3)nc2n1,1,-4,0.0,2,-9,-0.1,27,2,-1
CCc1c(C)nc2ncnn2c1NCCc1ccc(Cl)cc1,3,1,0.1,0,0,1.3,1,3,-4
Cc1ccc(NC(=O)Cn2nnc3ccccc3c2=O)cc1,4,-3,0.0,0,2,-2.2,3,4,-5
COc1ccc(CC(NC(C)=O)C(=O)N2CCN(C(=O)Nc3cccc(F)c3)CC2)cc1OC (stereo not given),10,4,-0.2,1,1,0.0,3,7,1
C#Cc1ccc([C@@H]2C=C(C(=O)N3CCN(Cc4ccc5c(c4)OCO5)CC3)O[C@H](OCCCCO)C2)cc1,2,-3,.,.,4,3.8,.,1,1
CCC(=O)N1CCc2cc(S(=O)(=O)NCCC(=O)N3CCN(c4cccc(OC)c4)CC3)ccc21,-5,2,0.1,1,4,0.1,12,6,-2
CC1CN(/C=C/C=O)C(C)CC1OC(=O)c1ccccc1 (stereo not given),3,2,0.1,7,2,2.0,11,1,-1

Continuation.
compound,MCL1-BIM inh,PME-1 inh,Efflux pump mplx,GRK2 aptamer HTS,GLD-1 TGE inh,MEX-5 binding,VLA-4 inh,BCLXL inh,Fam108B counter
CCC/C=N/NC(=O)c1[nH]c2c([N+](=O)[O-])cccc2c1C,7,4,0.1,6,-30,-0.5,5,4,0
Oc1ccc(N=Nc2c(O)ccc3ccccc23)cc1,9,23,0.8*,2,7,1.0,-384,8,16
Cc1ccc(S(=O)(=O)N2CCOCC2)cc1NC(=O)c1cc2c(s1)CCC2,0,-1,-0.1,0,3,-0.3,4,-2,-4
Nc1ccc(S(=O)(=O)Nc2nccs2)cc1,-11,-12,0.5,0,-1,.,5,-4,-6
CN(c1ccccc1)S(=O)(=O)c1ccc(C(=O)NCc2cccs2)cc1,-7,0,0.2,4,6,0.1,17,-1,1
C[C@@H](NC(=O)c1[nH]cnc1C(=O)Nc1ccccc1)c1ccccc1,11,-10,0.1,1,7,.,19,2,.
Cc1ccc(S(=O)(=O)N2CCN(C(=O)Cn3c(=O)cnc4ccccc43)CC2)cc1,-2,37*,-0.1,0,-8,.,-44,1,.
CCn1c(N2CCN(S(=O)(=O)c3ccccc3C(F)(F)F)CC2)nc2ccccc21,8,8,-0.1,0,7,0.7,13,3,6

The list continues:
compound,MCL1-BIM inh,PME-1 inh,Efflux pump mplx,GRK2 aptamer HTS,GLD-1 TGE inh,MEX-5 binding,VLA-4 inh,BCLXL inh,Fam108B counter
CCOc1ccc(CCNS(=O)(=O)c2ccc3c(c2)NC(=O)CO3)cc1OCC,1,0,-0.1,0,8,2.1,1,3,-1
CCc1ccc(-n2c(=S)sc3c(=O)n(-c4ccccc4OC)c(=S)[nH]c32)cc1,0,-5,0.0,5,6,-2.1,0,3,3
C/C(=N/NC(=O)c1cc(-c2ccc(Br)s2)[nH]n1)c1ccco1,1,-62,0.0,0,7,3.7,-2,2,-8
FC(F)Sc1ccc(Nc2ncnc3nc[nH]c23)cc1,5,-4,-0.2,0,0,0.0,15,6,1
CC[C@H](C)[C@H](NC(=O)c1ccccc1)C(=O)Nc1ccc(S(=O)(=O)Nc2cc(C)nc(C)n2)cc1,-13,-3,0.1,0,9,1.9,-3,-3,1
O=C(CCNS(=O)(=O)c1cccc(C(F)(F)F)c1)NCc1ccco1,.,.,0.2,1,14,.,14,.,.
O=C(c1c[nH]c(=O)n(-c2ccccc2)c1=O)N1CCc2ccccc21,2,1,-0.1,0,9,-0.3,24,2,1
O=C(c1ccc(CNS(=O)(=O)c2ccccc2)cc1)N1CCN(Cc2ccccc2)CC1,-1,2,-0.1,2,4,1.0,6,6,2
Cc1ccc(NC(=O)CSc2ncnc3ccccc23)cc1S(=O)(=O)N1CCOCC1,-2,5,0.0,0,-4,-6.2,-4,2,-6

A stretch from the list above:
compound,MCL1-BIM inh,PME-1 inh,Efflux pump mplx,GRK2 aptamer HTS,GLD-1 TGE inh,MEX-5 binding,VLA-4 inh,BCLXL inh,Fam108B counter
CC[C@H](C)[C@H](NC(=O)c1ccccc1)C(=O)Nc1ccc(S(=O)(=O)Nc2cc(C)nc(C)n2)cc1,-13,-3,0.1,0,9,1.9,-3,-3,1
O=C(CCNS(=O)(=O)c1cccc(C(F)(F)F)c1)NCc1ccco1,.,.,0.2,1,14,.,14,.,.
O=C(c1c[nH]c(=O)n(-c2ccccc2)c1=O)N1CCc2ccccc21,2,1,-0.1,0,9,-0.3,24,2,1
O=C(c1ccc(CNS(=O)(=O)c2ccccc2)cc1)N1CCN(Cc2ccccc2)CC1,-1,2,-0.1,2,4,1.0,6,6,2
Cc1ccc(NC(=O)CSc2ncnc3ccccc23)cc1S(=O)(=O)N1CCOCC1,-2,5,0.0,0,-4,-6.2,-4,2,-6
